BLM helicase inh: Bloom syndrome helicase (human) inhibition; P54132; recombinant BLM DNA unwinding, fluorescence dequenching; Potency, µM (doses to about 56.1 µM), without a hit: at the top dose activity change, negative = inhibition, most hits filed as inhibitors; actives 0.2% (n = 350,000);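 also: potency is read from the fitted curve at half-maximal effect; plate controls were vehicle for no effect and no enzyme for full effect; nearly all actives have a fitted effect of over 35% in size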
Target sequence (P54132 whole entry, looked up): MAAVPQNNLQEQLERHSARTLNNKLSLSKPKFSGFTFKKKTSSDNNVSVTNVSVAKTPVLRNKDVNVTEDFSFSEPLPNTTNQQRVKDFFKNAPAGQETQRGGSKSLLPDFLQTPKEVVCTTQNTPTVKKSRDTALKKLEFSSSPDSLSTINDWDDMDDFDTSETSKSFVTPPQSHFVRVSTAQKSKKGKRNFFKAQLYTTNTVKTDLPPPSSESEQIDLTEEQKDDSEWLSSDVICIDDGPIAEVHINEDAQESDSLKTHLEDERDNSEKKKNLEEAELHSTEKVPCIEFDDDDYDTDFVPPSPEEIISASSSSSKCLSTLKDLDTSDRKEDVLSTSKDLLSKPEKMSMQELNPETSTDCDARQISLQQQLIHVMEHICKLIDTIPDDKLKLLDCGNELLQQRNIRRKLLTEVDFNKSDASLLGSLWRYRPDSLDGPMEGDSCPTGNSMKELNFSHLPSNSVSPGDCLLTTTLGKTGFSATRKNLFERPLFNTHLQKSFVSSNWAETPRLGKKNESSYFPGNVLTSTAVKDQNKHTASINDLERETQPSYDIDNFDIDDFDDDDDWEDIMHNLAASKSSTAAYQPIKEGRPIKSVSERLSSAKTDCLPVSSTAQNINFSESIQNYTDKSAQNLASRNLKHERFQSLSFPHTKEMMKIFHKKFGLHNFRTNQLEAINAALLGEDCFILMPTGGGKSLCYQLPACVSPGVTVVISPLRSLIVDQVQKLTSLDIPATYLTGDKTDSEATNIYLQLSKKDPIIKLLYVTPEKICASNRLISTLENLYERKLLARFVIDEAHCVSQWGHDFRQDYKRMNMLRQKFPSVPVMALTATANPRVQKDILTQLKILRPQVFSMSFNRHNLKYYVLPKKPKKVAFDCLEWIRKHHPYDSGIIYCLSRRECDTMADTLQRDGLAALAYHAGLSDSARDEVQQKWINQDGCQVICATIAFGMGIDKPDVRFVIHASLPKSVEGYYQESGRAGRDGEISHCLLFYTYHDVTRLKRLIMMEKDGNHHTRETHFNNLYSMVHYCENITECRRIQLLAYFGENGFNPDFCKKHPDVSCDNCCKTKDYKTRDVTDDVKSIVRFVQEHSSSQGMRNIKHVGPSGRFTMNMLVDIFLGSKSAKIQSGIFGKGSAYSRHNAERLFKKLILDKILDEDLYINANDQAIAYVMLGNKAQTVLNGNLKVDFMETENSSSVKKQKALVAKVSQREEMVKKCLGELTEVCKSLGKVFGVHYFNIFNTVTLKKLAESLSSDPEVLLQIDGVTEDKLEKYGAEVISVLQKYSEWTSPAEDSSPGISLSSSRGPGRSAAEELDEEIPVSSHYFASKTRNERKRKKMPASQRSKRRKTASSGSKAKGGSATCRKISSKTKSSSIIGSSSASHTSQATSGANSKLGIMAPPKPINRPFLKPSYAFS
Anesthetic bind: binds horse apoferritin like a general anesthetic | apoferritin/1-aminoanthracene competitive binding, fluorescence | actives 0.074% (n = 350,000) | Potency, µM (titrated, usually from 77.5 µM), for the others: top-dose activity change, negative = displacement, most hits filed as inhibitors | AID 485281 | P02791; also: potency is read from the fitted curve at half-maximal effect; % is scaled to controls: 0 for no effect and ±100 for the full control effect; nearly all actives have a fitted effect of over 20% in size
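Concentration-response curves derived by four-parameter Hill fitting of normalized fluorescence, where compounds displaced 1-AMA from 10 uM horse apoferritin following a brief 10 min room-temperature incubation; propofol titration acted as positive control.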
ALOX12 inh: inhibitors of human 12S-lipoxygenase ALOX12; P18054; purified 12hLO, xylenol orange hydroperoxide absorbance; Potency, µM (series often up to 108 µM), without a hit: at the highest dose activity change, negative = inhibition, actives largely listed as inhibitors; actives 1.1% (n = 580,000); also: potency is read from the fitted curve at half-maximal effect; % is scaled to controls: 0 for no effect and ±100 for the full control effect
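Hydroperoxide product was detected by ferrous iron/xylenol orange as the 573 to 405 nm absorbance ratio. Arachidonic acid at 40 uM (final) was turned over for 30 min at room temperature by 150 nM human 12hLO, pH 7.0 Hepes buffer, after 15 min compound preincubation.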
Pol kappa inh: DNA polymerase kappa (human) inhibition. AID 588579. actives 0.53% (n = 400,000). Potency, µM (doses to about 107 µM), without a hit: at the highest dose activity, negative = inhibition, hits mostly inhibitors. purified Pol kappa, fluorescent DNA synthesis assay, 10 min. Q9UBT6; also: potency is read from the fitted curve at half-maximal effect; % is scaled to controls: 0 for no effect and ±100 for the full control effect
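Kinetic fluorescence readout at 0 and 10 min followed reaction start with substrate at 50 nM final. Beforehand, enzyme (10 nM Pol kappa) stood 15 min with compound at room temperature; buffer-only wells were negative controls.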
TRHR ag: activates the human TRH receptor. activation, % at 2 µM. P34981. actives 0.18% (n = 360,000). TRHR cells, calcium flux fluo-8, FDSS agonist mode; in the data active = activation above about 30%; also: 0% is about no effect
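Fluo-8-loaded TRHR cells; 10 s baseline, compound added, kinetic Ca2+ fluorescence read 1/s, agonist mode.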
POLB inh: blocks human DNA polymerase beta activity. P06746. Pol beta primer extension/strand displacement, fluorescence kinetic. Potency, µM (top dose mostly 114 µM), for the others: at the top dose activity change, negative = inhibition, actives largely listed as inhibitors. actives 1.3% (n = 340,000). AID 485314; also: potency is read from the fitted curve at half-maximal effect; % is scaled to controls: 0 for no effect and ±100 for the full control effect
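Pol beta (10 nM) was preincubated with compound for 15 min at room temperature. The reaction was then started with 50 nM substrate and read immediately and after a further 10 min at room temperature.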
APE1 inh: APE1 (human) endonuclease inhibition; recombinant APE1, TAMRA/BHQ-2 abasic DNA cleavage fluorescence; actives 0.35% (n = 350,000); P27695; Potency, µM (doses to about 65.8 µM), inactives show at the highest dose activity change, negative = inhibition, most hits filed as inhibitors;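 also: potency is read from the fitted curve at half-maximal effect; plate controls were vehicle for no effect and reference inhibitor for full effect; nearly all actives have a fitted effect of over 55% in size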
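Kinetic fluorescence read (525 ex/598 em nm, three reads 60 s apart) of AP-site incision; signal = third minus first read. Enzyme 0.75 nM, dual-labelled THF duplex 50 nM, compound preincubation 15 min RT.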
POLI inh: inhibitors of human DNA polymerase iota. Potency, µM (series often up to 115 µM), without a hit: at the highest dose activity, negative = inhibition, actives largely listed as inhibitors. Q9UNA4. actives 1% (n = 390,000). AID 588590. Pol iota fluorescent replication assay, 10 min; also: potency is read from the fitted curve at half-maximal effect
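Pol iota at 10 nM preincubated 15 min with compounds at room temperature; reaction started with fluorescent substrate, 50 nM final. Fluorescence read kinetically at 0 and 10 min; buffer-only wells as negative control.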
ERG-DNA inh: inhibitors of human ERG Ets domain-DNA interaction; actives 0.028% (n = 370,000); P11308; AID 624246; Potency, µM (titrated, usually from 76.9 µM), for the others: at the top dose FP activity, negative = inhibition, hits mostly inhibitors; fluorescence polarization, His-ERG Ets domain / labelled DNA; active = well fitted inhibition curve with a large enough effect in the polarisation, with a control signal flat; inconclusive = small, poorly fitted or top-dose-only effect, or effect the other way, or a change in a side signal; inactive = no such curve, though single readings can be large or run the other way; the % refers to the polarisation;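 also: polarization taken with two DNA probes labelled with fluorescein and Texas red; potency is read from the fitted curve at half-maximal effect; % of control where 0% means no effect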
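His-tagged ERG Ets domain (1 uM in the protein solution; 300mM KCl, 50mM Tris-HCl, 1mM EDTA, 1mM DTT, pH 7.5) received compound, then a probe mix of 5 nM fluorescein-DNA and 100nM Texas-615-DNA. Fluorescence polarization was read for both dyes.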
Numbers without * were called inactive; [ ] = remark or other dose. Unless noted, calls follow the shape of the dose curve; as a rule, active = well fitted curve in the direction sought with a large enough effect; inconclusive = small, poorly fitted or top-dose-only effect, or another doubt; inactive = no such curve, though single readings can be large; an effect the other way counts as inactive or inconclusive. Not all compounds are listed, so the mix of outcomes need not match the whole.

Results for CCOC(=O)c1c(C)[nH]c(C(=O)OCC(=O)NC(C)(C)C)c1C ?
BLM helicase inh: -4%; Anesthetic bind: -6%; ALOX12 inh: 1%; Pol kappa inh: -15%; TRHR ag: -0.2; POLB inh: -1%; APE1 inh: -1%; POLI inh: 32%[activator]; ERG-DNA inh: 20%

Results for CC(C)CCNC(=O)c1cnc2sc(N3CCCCCC3)nn2c1=O ?
BLM helicase inh: 1%; Anesthetic bind: -20%; ALOX12 inh: -32%; Pol kappa inh: 32%[activator]; TRHR ag: 0.0; POLB inh: -1%; POLI inh: 21%; ERG-DNA inh: 0%

What do the screens show for `CC(C)(C)NC(=O)CSc1nc2ccc(NC(=O)CSc3nnc(N)s3)cc2s1`?
BLM helicase inh: -1%; Anesthetic bind: -8%; ALOX12 inh: inconclusive; Pol kappa inh: 2%; TRHR ag: -1.5; POLB inh: 18%; APE1 inh: 0%; POLI inh: 13%; ERG-DNA inh: -7%

How did Nn1c(SCc2nc3ccccn3c2Br)nnc1-c1cccnc1 do in these assays?
BLM helicase inh: 3%; Anesthetic bind: -7%; ALOX12 inh: -10%; Pol kappa inh: -3%; TRHR ag: 1.0; POLB inh: 2%; APE1 inh: 2%; POLI inh: 0%; ERG-DNA inh: -5%

What do the screens show for `Cc1[nH]c2c(Cl)cccc2c(=O)c1CN1CCCC1`?
BLM helicase inh: 3%; Anesthetic bind: -1%; ALOX12 inh: -5%; Pol kappa inh: -1%; TRHR ag: 0.4; POLB inh: -19%; APE1 inh: 0%; POLI inh: 14%; ERG-DNA inh: -4%

Results for COc1ccccc1N(C)S(=O)(=O)c1ccc(C(=O)NC2=NCCS2)cc1 ?
BLM helicase inh: 1%; Anesthetic bind: 0%; ALOX12 inh: 32%[activator]; Pol kappa inh: -3%; TRHR ag: 0.0; POLB inh: 1%; APE1 inh: 0%; POLI inh: 2%; ERG-DNA inh: -6%

How did COc1ccc(Br)cc1CN(C)C(C)C(=O)Nc1cc([N+](=O)[O-])ccc1OC (centres undefined) do in these assays?
BLM helicase inh: -5%; Anesthetic bind: 5%; ALOX12 inh: -2%; Pol kappa inh: 1%; TRHR ag: 1.2; POLB inh: 2%; APE1 inh: 1%; POLI inh: 140%[activator]; ERG-DNA inh: 5%

Results for O=C(CN1C(=O)C2(SCC(=O)N2c2cccc(Cl)c2)c2ccccc21)NC1CCCCC1 (centres undefined) ?
BLM helicase inh: -4%; Anesthetic bind: -21%; ALOX12 inh: -12%; Pol kappa inh: -10%; TRHR ag: -0.2; POLB inh: -9%; POLI inh: 7%; ERG-DNA inh: -3%

What do the screens show for `COc1ccc(NS(=O)(=O)c2cccs2)c(OC)c1`?
BLM helicase inh: -1%; Anesthetic bind: -14%; ALOX12 inh: 93%[activator]; Pol kappa inh: -11%; TRHR ag: -0.1; POLB inh: 2%; APE1 inh: 19%; POLI inh: 12%; ERG-DNA inh: -1%

What do the screens show for `CC(C)(C)N(Cc1ccccc1)C(=O)c1ccc(Br)o1`?
BLM helicase inh: -13%; Anesthetic bind: inconclusive; ALOX12 inh: 0%; Pol kappa inh: 3%; TRHR ag: -1.0; POLB inh: -16%; APE1 inh: -4%; POLI inh: 154%[activator]; ERG-DNA inh: 7%

What do the screens show for `CCN(C(=O)c1cc2c(=O)n(CC)c3ccccc3c2s1)c1cccc(C(F)(F)F)c1`?
BLM helicase inh: -12%; Anesthetic bind: inconclusive; ALOX12 inh: -27%; Pol kappa inh: -11%; TRHR ag: 0.3; POLB inh: 12%; POLI inh: 9%; ERG-DNA inh: 0%

Results for O=C(COc1ccc(Br)cc1Cl)NC(=S)N1CCc2ccccc21 ?
BLM helicase inh: -3%; Anesthetic bind: -11%; ALOX12 inh: -18%; Pol kappa inh: 1%; TRHR ag: 0.1; POLB inh: 1%; APE1 inh: -2%; POLI inh: -10%; ERG-DNA inh: 5%

How did CCCOc1ccc(-c2c(C(=O)N/N=C/C3CCCCC3)nnn2-c2nonc2N)cc1 do in these assays?
BLM helicase inh: 1%; Anesthetic bind: inconclusive; ALOX12 inh: 0%; Pol kappa inh: 6%; TRHR ag: 1.0; POLB inh: 26%; APE1 inh: 44%; POLI inh: -16%; ERG-DNA inh: 5%

What do the screens show for `O=C(NCC(c1ccco1)N1CCOCC1)c1cccc(Cl)c1` (centres undefined)?
ALOX12 inh: 12%; Pol kappa inh: 8%; TRHR ag: 1.6; APE1 inh: -4%; POLI inh: 18%; ERG-DNA inh: -3%

What do the screens show for `COc1ccc(CCNC(=O)C2CC3Cn4c(nc5cc6ccccc6cc54)C3N2C)cc1` (centres undefined)?
BLM helicase inh: -4%; Anesthetic bind: -14%; ALOX12 inh: -2%; Pol kappa inh: 6%; TRHR ag: -0.2; POLB inh: 0%; APE1 inh: 4%; POLI inh: 23%; ERG-DNA inh: 4%

Results for COc1cccc(NC(=O)Nc2nnc(Cc3ccccc3)s2)c1 ?
BLM helicase inh: -3%; Anesthetic bind: -11%; ALOX12 inh: 0%; Pol kappa inh: 10%; TRHR ag: -2.4; POLB inh: -1%; APE1 inh: 5%; POLI inh: 55%[activator]; ERG-DNA inh: 11%

How did COc1ccccc1NC(=O)/C=C1\SCC(=O)N1C do in these assays?
BLM helicase inh: 0%; Anesthetic bind: -1%; ALOX12 inh: -5%; Pol kappa inh: 1%; TRHR ag: -0.5; POLB inh: 20%; APE1 inh: 2%; POLI inh: 35%[activator]; ERG-DNA inh: -9%

Results for Cc1ccc(C(=O)CSC2=C(C#N)C(c3ccco3)C3=C(CCCC3=O)N2)cc1 (centres undefined) ?
BLM helicase inh: -12%; Anesthetic bind: -12%; ALOX12 inh: inconclusive; Pol kappa inh: inconclusive; TRHR ag: 0.0; POLB inh: -12%; APE1 inh: -8%; POLI inh: inconclusive; ERG-DNA inh: -4%

What do the screens show for `COCCN1CN(S(=O)(=O)c2cccc(Cl)c2)c2nc3ccccc3nc21`?
BLM helicase inh: -6%; Anesthetic bind: -9%; ALOX12 inh: -24%; Pol kappa inh: 6%; TRHR ag: 0.3; POLB inh: 1%; APE1 inh: 10%; POLI inh: 34%[activator]; ERG-DNA inh: 10%

How did O=c1c2ccsc2ncn1Cc1ccc(Cl)cc1 do in these assays?
BLM helicase inh: -1%; Anesthetic bind: inconclusive; ALOX12 inh: 145%[activator]; Pol kappa inh: 4%; TRHR ag: -0.5; POLB inh: 19%; APE1 inh: -1%; POLI inh: -6%; ERG-DNA inh: -2%

Results for CN1CCN(c2ccc(-c3ccnn3C(=O)Nc3cccc(C(F)(F)F)c3)cc2)CC1 ?
BLM helicase inh: -7%; Anesthetic bind: -14%; ALOX12 inh: 0%; Pol kappa inh: -8%; TRHR ag: -1.4; POLB inh: -4%; APE1 inh: 4%; POLI inh: -1%; ERG-DNA inh: -4%

How did O=C(CCc1nc(-c2ccccc2)no1)N1CCCC1 do in these assays?
BLM helicase inh: 3%; Anesthetic bind: -11%; ALOX12 inh: 132%[activator]; Pol kappa inh: -8%; TRHR ag: 0.1; POLB inh: 16%; APE1 inh: 0%; POLI inh: -17%; ERG-DNA inh: -3%

How did Cn1c(=O)n(C/C=C/c2ccccc2)c(=O)c2c1nc1n2CCCN1Cc1ccccc1 do in these assays?
BLM helicase inh: -12%; Anesthetic bind: 54%[activator]; ALOX12 inh: -60%; Pol kappa inh: -4%; TRHR ag: -0.2; POLB inh: 7%; APE1 inh: 1%; POLI inh: 4%; ERG-DNA inh: -11%

What do the screens show for `NC(=O)CC[C@@H]1NC(=O)[C@@H]2CCCN2C(=O)c2cc([N+](=O)[O-])cc(I)c2NCCCC[C@@H](C(=O)NC(CC(=O)O)C(N)=O)NC1=O` (some centres undefined)?
BLM helicase inh: 2%; Anesthetic bind: -12%; Pol kappa inh: -1%; TRHR ag: 0.1; POLB inh: 1%; APE1 inh: -1%; POLI inh: 17%; ERG-DNA inh: 10%

What do the screens show for `Cc1ccc(-c2csc(-c3cc(C)on3)n2)cc1`?
BLM helicase inh: -1%; Anesthetic bind: 2%; ALOX12 inh: 2%; Pol kappa inh: -11%; TRHR ag: -2.0; POLB inh: -8%; APE1 inh: 3%; POLI inh: 5%; ERG-DNA inh: 0%

Some of these compounds in order of count of non-hydrogen atoms, lowest first.
How did O=c1c2ccsc2ncn1Cc1ccc(Cl)cc1 do in these assays?
BLM helicase inh: -1%; Anesthetic bind: inconclusive; ALOX12 inh: 145%[activator]; Pol kappa inh: 4%; TRHR ag: -0.5; POLB inh: 19%; APE1 inh: -1%; POLI inh: -6%; ERG-DNA inh: -2%

How did O=C(CCc1nc(-c2ccccc2)no1)N1CCCC1 do in these assays?
BLM helicase inh: 3%; Anesthetic bind: -11%; ALOX12 inh: 132%[activator]; Pol kappa inh: -8%; TRHR ag: 0.1; POLB inh: 16%; APE1 inh: 0%; POLI inh: -17%; ERG-DNA inh: -3%

What do the screens show for `COCCN1CN(S(=O)(=O)c2cccc(Cl)c2)c2nc3ccccc3nc21`?
BLM helicase inh: -6%; Anesthetic bind: -9%; ALOX12 inh: -24%; Pol kappa inh: 6%; TRHR ag: 0.3; POLB inh: 1%; APE1 inh: 10%; POLI inh: 34%[activator]; ERG-DNA inh: 10%

What do the screens show for `NC(=O)CC[C@@H]1NC(=O)[C@@H]2CCCN2C(=O)c2cc([N+](=O)[O-])cc(I)c2NCCCC[C@@H](C(=O)NC(CC(=O)O)C(N)=O)NC1=O` (some centres undefined)?
BLM helicase inh: 2%; Anesthetic bind: -12%; Pol kappa inh: -1%; TRHR ag: 0.1; POLB inh: 1%; APE1 inh: -1%; POLI inh: 17%; ERG-DNA inh: 10%

High-throughput results (PubChem BioAssay)
